HIF-2a inh: HIF-2a inhibition | 786-0 RCC cells HIF-2a reporter, luciferase luminescence, overnight | inhibition, % at 18.8 µM | 0.72% of 360,000 active | AID 624352;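 active means inhibition of the luminescence signal of 40% or more relative to plate controls, in a single-dose primary screen at 18.75 µM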
Shn3 inh set2: Schnurri-3 reporter inhibition in Clone20 osteoblasts. 0.52% of 360,000 active. AID 588674. Clone20 osteoblast Shn3 3'UTR firefly luciferase, 24 h. inhibition, % at 12.5 µM;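 active means mean inhibition of at least 75% with every replicate also reaching 75%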;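 further: 0% = median of neutral control wells and 100% = pilot-screen positive control compound; some compounds past the cut are filed as inactive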
MITF TRPM1 inh: MITF TRPM1 promoter inhibition in SK-MEL-5 cells | SK-MEL-5 TRPM1 promoter luciferase, 24 h | inhibition, % at 12.5 µM | AID 488899 | 0.83% of 330,000 active;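 active means mean inhibition across replicates of 60% or more, whatever share of single replicates reaches that level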; further: values of inactives mirror those of a sister screen read the other way
TROY NFkB inh: blocks TROY-dependent signaling in reporter cells. inhibition, % at 10 µM. Q293 LMP1-TROYcd NF-kB luciferase reporter, 4 h. 0.98% of 360,000 active;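 active means compounds whose plate-normalised and pattern-corrected inhibition of the luciferase reporter signal at the single screening dose is 50% or more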
KKLEB tox: CF airway cell cytotoxicity counter-screen. KKLEB CF airway cells viability, ATPlite luminescence, overnight; active compounds read low; cells stimulated with P. aeruginosa culture filtrate. activity change (cytotoxicity), % at 5 µM. 0.36% of 360,000 active. AID 602141;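 active means corrected activity change at or below -50% at 5 µM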
CF NFkB block: cystic fibrosis NF-kB activation inhibition | 0.86% of 360,000 active | KKLEB NF-kB-GFP reporter, PAF-induced, GFP fluorescence overnight | inhibition, % at 5 µM;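 active means at least 50% inhibition at 5 µM, scaled per plate between neutral and stimulator controls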;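 further: PAF is a Pseudomonas aeruginosa culture filtrate used as stimulus; plate controls were PAF-stimulated DMSO wells for no effect and unstimulated DMSO wells for full effect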
NR2E3 ag-1: human photoreceptor-specific nuclear receptor agonism; 0.35% of 360,000 active; Q9Y5X4; inhibition of corepressor binding, % at 3.98 µM; CHO-S Gal4-NCOR/VP16-NR2E3 two-hybrid, luciferase; AID 602229;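 active means inhibition above the mean of all tested compounds plus 3 SD, cut at about 70% in these data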;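 further: 0% = DMSO with NR2E3 transfected cells and 100% = cells lacking NR2E3 construct; higher means lower luciferase signal from less NR2E3 corepressor binding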
Target sequence (Q9Y5X4 whole entry, looked up, the tested form may be a part): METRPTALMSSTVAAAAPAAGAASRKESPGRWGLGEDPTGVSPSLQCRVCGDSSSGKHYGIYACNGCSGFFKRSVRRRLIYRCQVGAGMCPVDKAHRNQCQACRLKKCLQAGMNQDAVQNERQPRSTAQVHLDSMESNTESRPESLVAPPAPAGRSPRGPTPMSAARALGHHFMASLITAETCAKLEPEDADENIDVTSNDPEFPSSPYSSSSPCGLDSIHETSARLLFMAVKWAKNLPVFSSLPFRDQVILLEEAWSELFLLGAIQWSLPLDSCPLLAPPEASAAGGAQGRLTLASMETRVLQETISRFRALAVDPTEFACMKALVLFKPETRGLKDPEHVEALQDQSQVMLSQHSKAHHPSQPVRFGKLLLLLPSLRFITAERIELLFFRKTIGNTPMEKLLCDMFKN
NR2E3 ag-2: NR2E3 (human) agonism | inhibition of corepressor binding, % at 4.78 µM | Q9Y5X4 | GST-NR2E3/biotin-RetCOR TR-FRET, 1536-well | 0.12% of 320,000 active | AID 2300;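 active means percent inhibition above the cutoff of mean plus 3 SD of all tested compounds, set per screening campaign, cut at about 20% in these data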;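 further: 0% = DMSO wells and 100% = biotin wells as full block of FRET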
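Material: NR2E3–RetCOR corepressor complex / Incubation: Compound–protein incubation for 5 h at 4 °C / Dosing: compound at 4.8 µM, single dose / Detection: time-resolved FRET / Benchmarks: high control biotin, low control 0.6% DMSO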
C8 TRAIL sens: caspase-8 TRAIL sensitization; NB7+C8 cells + TRAIL, ATPlite viability luminescence; inhibition (viability loss, TRAIL sensitization), % at 10 µM; 1% of 360,000 active; AID 624354;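 active means compounds causing at least 50% loss of cell viability in the single-dose screen, relative to plate controls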
TWEAK Fn14 block: blocks TWEAK-Fn14 interaction in a reporter cell assay; TWEAK-stimulated Fn14 reporter cells, luciferase luminescence, 8 h; inhibition, % at 10 µM; 2% of 360,000 active; in the data active means inhibition above about 50%
Peg3 prom inh: inhibitors of Peg3 promoter. HeLa PEG-Prom luciferase reporter, luminescence, overnight. inhibition, % at 20 µM. 1.7% of 360,000 active. AID 588405;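 active means inhibition of at least 50% at 20 µM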
An asterisk follows results filed as active; x = not tested or not shown. Not all compounds are listed; count on the stated rates, not on these rows.

Molecule | HIF-2a inh | Shn3 inh set2 | MITF TRPM1 inh | TROY NFkB inh | KKLEB tox | CF NFkB block | NR2E3 ag-1 | NR2E3 ag-2 | C8 TRAIL sens | TWEAK Fn14 block | Peg3 prom inh
CCn1ncc(Cl)c1C(=O)Nc1ccncc1 | -35 | -5 | 12 | -27 | -4 | -4 | -3 | -3 | -34 | -1 | 5
N#CC1=C2SCCN2C(=O)C(C#N)C12CCCCC2 (stereo unspecified) | 20 | -16 | 0 | 8 | 5 | 2 | -11 | -2 | 10 | -9 | 1
Cc1cn([C@H]2C[C@H](O)[C@@H](CNCc3cnc(N4CCOCC4)s3)O2)c(=O)[nH]c1=O | 3 | 0 | x | 10 | 13 | -24 | -18 | x | 9 | 0 | -2
Cc1cc(NC(=O)CSc2nc(Cc3ccc(O)cc3)c(C)[nH]2)no1 | 11 | 16 | -1 | 4 | 7 | 5 | 11 | 4 | -12 | 13 | 10
COc1cc2c(cc1OC)-c1cc(NC3CCCCC3)nc(=O)n1CC2 | 12 | -3 | -13 | 15 | -11 | 21 | 3 | -3 | -3 | -5 | 8
O=C(/C=C/c1ccccc1)NCCC1=CCCCC1 | -232 | -10 | -37 | -42 | -15 | 3 | -93 | 0 | 8 | -14 | -256
COc1ccc(Nc2cc(Nc3ccccc3)ncn2)cc1 | -221 | -68 | -75 | -78 | -8 | 2 | -56 | 1 | 25 | -9 | -177
c1ccc(-c2ccncc2)nc1 | 4 | -3 | -7 | 1 | -2 | -3 | -4 | 2 | -5 | 2 | 4
COc1ccc(CN(C(=O)c2cc3ccccc3oc2=O)C2CCCC2)cc1 | 7 | 22 | 1 | 12 | 13 | -6 | 16 | -2 | -5 | -2 | -4
COc1ccc2c(=O)c3c(=O)n(-c4ccccc4)c(-c4ccco4)nc3oc2c1 | -42 | -11 | -6 | -7 | -6 | -22 | -98 | 2 | -2 | -50 | -93
C[C@H](CO)N1C[C@H](C)[C@@H](CN(C)C(=O)Nc2ccc(C(F)(F)F)cc2)Oc2ccc(NC(=O)Cn3cnnn3)cc2C1=O | 9 | 6 | 5 | -5 | -4 | -17 | 6 | x | -2 | -1 | -14
C[C@H](CO)N1C[C@H](C)[C@H](CN(C)Cc2ccncc2)Oc2cc(-c3ccccc3F)ccc2S1(=O)=O | 11 | 6 | x | -2 | -2 | -11 | -1 | x | 12 | -4 | 8
COC(=O)CSc1nnc(COc2cccc3ccccc23)o1 | 15 | -63 | 11 | 9 | -1 | 14 | -12 | 4 | -3 | -8 | 12
O=C(Nc1ccccc1F)c1ccccc1C(=O)Nc1ccccc1F | 13 | 6 | x | 8 | -5 | 11 | -12 | 0 | -1 | -2 | -3
O=C(NC1=NCCS1)c1cc(-c2ccc(F)cc2)nc2ccccc12 | -120 | -27 | -37 | -51 | -8 | 4 | -13 | -2 | 10 | -15 | -88
CS(=O)(=O)Nc1ccc(C(=O)Nc2ccc(S(=O)(=O)N3CCCCC3)cc2)cc1 | 19 | 9 | -3 | 11 | 7 | 5 | -10 | x | 6 | 11 | 1
CCc1ccnc(NS(=O)(=O)c2ccc3c(c2)CCO3)c1 | 15 | -9 | x | -4 | 2 | 5 | 18 | 1 | -5 | 1 | 6
COc1cccc(CNC(=O)CN(C)S(=O)(=O)c2cnc[nH]2)c1 | 11 | 3 | 7 | 0 | 3 | -24 | 13 | -3 | -2 | 10 | 20
O=C(O)c1ccccc1-c1ccccc1C(=O)Nc1ccccc1-c1ccccc1 | 14 | -34 | -8 | 13 | 8 | 7 | -6 | 1 | 12 | -3 | 14
O=C(CSc1nnc(-c2cccnc2)n1Cc1ccco1)N1c2ccccc2Sc2ccccc21 | 14 | 47 | 0 | 6 | 3 | 18 | -8 | 2 | -11 | -2 | 11
O=C(Nc1ncc2c(n1)CC(c1ccco1)CC2=O)c1ccco1 (stereo unspecified) | -14 | 5 | -3 | -7 | -4 | -3 | 12 | -1 | 0 | -20 | 2
O=C(NCc1ccco1)c1ccc(CNc2c(N3CCCCC3)c(=O)c2=O)cc1 | 7 | -7 | x | -13 | 0 | 10 | -24 | 2 | 2 | 8 | 17
C/C=C/c1cccc(-c2nc(C(=O)N3CCN(C)CC3)cc3c2[C@@H](CCO)N(C(=O)NC(C)C)C3)c1 | 11 | x | x | -7 | x | x | -35 | x | 5 | -2 | x
Cc1ccccc1N1CCN(C(=O)CN2C(=O)c3ccccc3C2=O)CC1 | -29 | 9 | -10 | -39 | 3 | 2 | -21 | -1 | 16 | -30 | -14
CC(C)NC(=O)Nc1cccc2c1O[C@H](CN(C)C(=O)NC(C)C)[C@@H](C)CN([C@H](C)CO)C2=O | 1 | 9 | 10 | 5 | 12 | -4 | 0 | x | 2 | 7 | -12

Part of the list above, with each value named:
> O=C(/C=C/c1ccccc1)NCCC1=CCCCC1
- HIF-2a inh = -232
- Shn3 inh set2 = -10
- MITF TRPM1 inh = -37
- TROY NFkB inh = -42
- KKLEB tox = -15
- CF NFkB block = 3
- NR2E3 ag-1 = -93
- NR2E3 ag-2 = 0
- C8 TRAIL sens = 8
- TWEAK Fn14 block = -14
- Peg3 prom inh = -256

> CCc1ccnc(NS(=O)(=O)c2ccc3c(c2)CCO3)c1
- HIF-2a inh = 15
- Shn3 inh set2 = -9
- MITF TRPM1 inh = x
- TROY NFkB inh = -4
- KKLEB tox = 2
- CF NFkB block = 5
- NR2E3 ag-1 = 18
- NR2E3 ag-2 = 1
- C8 TRAIL sens = -5
- TWEAK Fn14 block = 1
- Peg3 prom inh = 6

Returning to the listing, starting three compounds before the break.
Molecule | HIF-2a inh | Shn3 inh set2 | MITF TRPM1 inh | TROY NFkB inh | KKLEB tox | CF NFkB block | NR2E3 ag-1 | NR2E3 ag-2 | C8 TRAIL sens | TWEAK Fn14 block | Peg3 prom inh
C/C=C/c1cccc(-c2nc(C(=O)N3CCN(C)CC3)cc3c2[C@@H](CCO)N(C(=O)NC(C)C)C3)c1 | 11 | x | x | -7 | x | x | -35 | x | 5 | -2 | x
Cc1ccccc1N1CCN(C(=O)CN2C(=O)c3ccccc3C2=O)CC1 | -29 | 9 | -10 | -39 | 3 | 2 | -21 | -1 | 16 | -30 | -14
CC(C)NC(=O)Nc1cccc2c1O[C@H](CN(C)C(=O)NC(C)C)[C@@H](C)CN([C@H](C)CO)C2=O | 1 | 9 | 10 | 5 | 12 | -4 | 0 | x | 2 | 7 | -12
CCCc1cc(C(=O)Cc2nc3ccccc3s2)c(O)cc1O | -13 | 9 | 2 | 22 | -2 | -5 | -72 | -3 | 10 | 5 | -91
N=c1ccn(Cc2cccc(Cl)c2)cc1 | 6 | 25 | 24 | -1 | 9 | -3 | 6 | -1 | 21 | 14 | -1
CN1CCN(c2nc(NCc3ccco3)nc(N)c2[N+](=O)[O-])CC1 | 11 | -4 | 4 | -9 | 0 | -1 | 7 | 3 | 2 | 14 | 13
CCOc1ccc(N(CC(=O)NC(C)CC)S(C)(=O)=O)cc1 (stereo unspecified) | -8 | 3 | 3 | 11 | 8 | 6 | 0 | 6 | -9 | -3 | 12
Cc1cc(C)nc(SCc2nnc(SCc3ccc([N+](=O)[O-])cc3)n2Cc2ccco2)n1 | 16 | 7 | 13 | 20 | -7 | 0 | -5 | -2 | -6 | 2 | 17
Cc1cc(C)cc(-n2c(SCC(=O)NCc3ccc4c(c3)OCO4)nc3ccccc3c2=O)c1 | 20 | -25 | -4 | -35 | -12 | -26 | 0 | 0 | -17 | 15 | 31
CCCCn1nnnc1C1(C)CCC(=O)N1CCc1ccc(O)cc1 (stereo unspecified) | 8 | x | x | -9 | x | x | -4 | x | 5 | 16 | x
c1ccc(Cn2nnc3c(Nc4ccc5c(c4)OCO5)nc(C4CC4)nc32)cc1 | -22 | 24 | 3 | 39 | -18 | 9 | -4 | -2 | 15 | 0 | 11
CCn1c(SCc2ccc(C)cc2)nnc1-c1cnccn1 | -82 | -23 | -17 | -43 | -9 | 6 | -19 | 1 | -10 | -6 | -22
O=C(O)c1cnn(-c2ccccc2)c1-c1ccccc1 | 7 | -20 | 12 | 3 | 2 | 2 | -11 | 2 | -4 | -13 | 11
CC(C)(C)c1nnc(NC(=S)Nc2ccccc2)s1 | -258 | -92 | -53 | 1 | 4 | 2 | 12 | 9 | -3 | -29 | -195
COc1ccc(CNC(=O)CN2C(=O)CC(c3ccccc3)=Nc3ccccc32)cc1 | 18 | 20 | 1 | -16 | 2 | -16 | -20 | 1 | 6 | 3 | 19
Cc1noc(C)c1CSc1nnc(-c2cc(Cl)ccc2Cl)n1N | 7 | -9 | 1 | 1 | -7 | 4 | -25 | 2 | -6 | -3 | 4
COc1cccc(-c2nc3cc(C)ccc3o2)c1 | -107 | -41 | 11 | 4 | -18 | 1 | -163 | 1 | 53* | 51* | -177
CC(C)c1ccc(O)c(C(=O)c2cnn(-c3ccccc3)c2)c1 | -20 | 10 | -14 | 14 | -5 | 16 | 10 | -1 | 37 | -6 | 0
Cc1ccc(F)c(CNC(=O)C2CCC(=O)N(CCCN3CCCC3=O)C2)c1F (stereo unspecified) | -29 | 3 | -8 | -19 | 7 | -5 | -2 | -2 | 1 | -1 | -28
CCOc1ccnc2c1c(=O)n(Cc1cc(OC)cc(OC)c1)c(=O)n2C | 1 | -8 | 9 | 12 | 2 | -6 | 5 | 3 | 0 | -17 | 7
CC(=O)Nc1ccc(S(=O)(=O)NCCCc2ccccc2)cc1 | 9 | 21 | 22 | 9 | 4 | -4 | 4 | 1 | -1 | 1 | 13
CCN(CC)C(=O)c1[nH]cnc1C(=O)NCc1ccccc1 | 11 | 2 | 6 | -4 | 12 | -46 | 13 | x | -19 | 18 | -2
O=C1c2ccccc2C(=O)N1CNc1ccccc1 | 4 | 3 | 6 | -5 | -3 | -3 | 0 | 1 | -2 | -19 | -4
COc1ccc(-c2sc(C(=O)c3ccc(Cl)cc3Cl)cc2CC(=O)O)cc1 | 11 | 2 | 1 | 14 | -9 | -7 | -16 | 16 | 14 | 28 | 31
Cc1cccc(NC(=O)c2cnc3sccn3c2=O)n1 | -202 | -23 | -38 | -15 | -9 | -12 | -24 | 0 | 9 | -6 | -153

Just C8 TRAIL sens, Peg3 prom inh and NR2E3 ag-2 (6 entries from above):
Structure	C8 TRAIL sens	Peg3 prom inh	NR2E3 ag-2
O=C(Nc1ncc2c(n1)CC(c1ccco1)CC2=O)c1ccco1 (stereo unspecified)	0	2	-1
C[C@H](CO)N1C[C@H](C)[C@@H](CN(C)C(=O)Nc2ccc(C(F)(F)F)cc2)Oc2ccc(NC(=O)Cn3cnnn3)cc2C1=O	-2	-14	x
CC(C)c1ccc(O)c(C(=O)c2cnn(-c3ccccc3)c2)c1	37	0	-1
Cc1ccccc1N1CCN(C(=O)CN2C(=O)c3ccccc3C2=O)CC1	16	-14	-1
CCN(CC)C(=O)c1[nH]cnc1C(=O)NCc1ccccc1	-19	-2	x
COc1cccc(-c2nc3cc(C)ccc3o2)c1	53*	-177	1
